# Screens as filed in PubChem BioAssay.
# ROCK2 inh = inhibitors of human Rho kinase 2; inhibition, % at 6 µM; 0.35% of 60,000 active; purified ROCK2, Kinase-Glo ATP depletion luminescence; O75116;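 active = inhibition above the screen-wide mean inhibition plus 3 SD, cut at about 18% in these data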;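 also: plate controls were DMSO wells for no effect and Y-27632 control wells after no-enzyme background subtraction for full effect; many of its hits are not listed in these tables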
# Target sequence (O75116 whole entry, looked up): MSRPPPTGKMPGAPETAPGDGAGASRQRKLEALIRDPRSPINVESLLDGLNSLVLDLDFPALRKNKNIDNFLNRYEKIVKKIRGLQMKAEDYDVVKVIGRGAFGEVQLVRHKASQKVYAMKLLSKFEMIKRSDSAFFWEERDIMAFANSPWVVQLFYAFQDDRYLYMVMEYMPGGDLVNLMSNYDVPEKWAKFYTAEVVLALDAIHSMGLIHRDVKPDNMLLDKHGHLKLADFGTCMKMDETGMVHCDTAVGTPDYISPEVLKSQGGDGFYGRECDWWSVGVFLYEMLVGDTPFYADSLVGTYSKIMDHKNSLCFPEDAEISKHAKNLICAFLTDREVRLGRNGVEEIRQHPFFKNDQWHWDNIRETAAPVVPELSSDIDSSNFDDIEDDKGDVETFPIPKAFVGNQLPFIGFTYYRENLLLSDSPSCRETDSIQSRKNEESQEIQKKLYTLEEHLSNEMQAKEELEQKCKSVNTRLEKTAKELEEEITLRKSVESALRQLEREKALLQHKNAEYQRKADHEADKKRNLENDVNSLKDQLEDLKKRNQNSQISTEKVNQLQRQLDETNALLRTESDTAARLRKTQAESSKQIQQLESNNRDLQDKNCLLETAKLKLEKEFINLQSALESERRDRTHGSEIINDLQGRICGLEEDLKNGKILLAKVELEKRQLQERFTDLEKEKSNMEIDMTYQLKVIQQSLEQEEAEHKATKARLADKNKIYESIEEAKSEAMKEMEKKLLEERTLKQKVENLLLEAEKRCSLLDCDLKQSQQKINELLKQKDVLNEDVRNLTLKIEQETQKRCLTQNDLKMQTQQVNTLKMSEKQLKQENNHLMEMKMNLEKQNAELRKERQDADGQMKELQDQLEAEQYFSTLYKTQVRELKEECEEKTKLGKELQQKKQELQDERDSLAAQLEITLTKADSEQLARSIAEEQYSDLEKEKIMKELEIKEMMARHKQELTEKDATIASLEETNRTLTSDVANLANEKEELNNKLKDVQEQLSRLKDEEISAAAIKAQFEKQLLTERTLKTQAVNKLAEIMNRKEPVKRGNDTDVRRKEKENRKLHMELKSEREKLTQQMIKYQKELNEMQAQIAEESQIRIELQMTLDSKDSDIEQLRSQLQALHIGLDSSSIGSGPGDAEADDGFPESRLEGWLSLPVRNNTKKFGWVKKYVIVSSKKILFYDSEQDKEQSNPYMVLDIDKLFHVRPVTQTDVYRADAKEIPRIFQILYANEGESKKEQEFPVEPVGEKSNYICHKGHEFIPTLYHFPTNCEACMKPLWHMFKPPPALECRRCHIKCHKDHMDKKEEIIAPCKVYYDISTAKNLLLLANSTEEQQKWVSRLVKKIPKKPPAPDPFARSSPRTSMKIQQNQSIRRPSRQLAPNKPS
# CatB inh = blocks human cathepsin B protease activity; AID 453; P07858; 0.1% of 63,000 active; inhibition, %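 (tested at 10 µM)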; purified cathepsin B, fluorogenic substrate, fluorescence; in the data active = inhibition above about 21%;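 also: 0% = enzyme with no compound and 100% = no enzyme blank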
# PKA kinase inh = inhibitors of human protein kinase A | P17612 | PKA Kemptide phosphorylation, Kinase-Glo ATP luminescence | inhibition, % at 6 µM | 0.1% of 65,000 active | AID 524;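 active = inhibition above the screen-wide mean inhibition plus 3 SD, cut at about 21% in these data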; also: many of its hits are not listed in these tables
# AP ELISA ortho = orthogonal test for alternative complement pathway inhibitors; Human serum alternative complement pathway, LPS-coated ELISA, C3 deposition; tested in compound mixtures; inhibition, % at 5 µM; 0.08% of 62,000 active; AID 1235;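 active = inhibition above 30% in each of the two pooled mixtures holding the compound, so the lower value exceeds 30%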;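 also: 0% = serum in Mg-EGTA without compound and 100% = EDTA serum blank; some compounds past the cut are filed as inactive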
#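 Assay system: Human serum alternative complement pathway, C3 deposition on LPS-coated wells | Incubation: 1 h serum-compound exposure at 37 °C | Doses: 5 µM per compound in ten-compound mixtures | Read-out: Percent inhibition | Technique: ELISA with HRP anti-human C3 antibody, TMB substrate, absorbance 450 nm | Replication: Two pool placements per compound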
# Ec RNAP inh = Escherichia coli RNA polymerase inhibition. E. coli RNA polymerase, fluorescence transcription assay. inhibition, %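 (tested at 10 µM)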. 0.2% of 62,000 active. P0A8V2; in the data active = inhibition above about 20%;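 also: 0% = enzyme without compound and 100% = no enzyme blank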
# JNK3 inh = JNK3 (human) kinase inhibition; P53779; purified JNK3 kinase activity, HTS; inhibition, % at 8 µM; 0.61% of 60,000 active; AID 746; in the data active = inhibition above about 17%;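 also: 0% = DMSO and 100% = reference inhibitor; many of its hits are not listed in these tables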
# CatS inh = human cathepsin S inhibition; inhibition, %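 (tested at 5 µM per compound within 10-compound mixtures)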; 0.06% of 62,000 active; AID 501; recombinant cathepsin S, AMC dipeptide fluorescence, pooled mixtures; in the data active = inhibition above about 32%, passing the limit was not always enough; inconclusive = no clear call, values can overlap the other calls;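 also: 0% = enzyme without compound and 100% = blank without enzyme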
# CatB mixtures = inhibitors of human cathepsin B in compound mixtures | P07858 | Purified cathepsin B, AMC dipeptide fluorescence | inhibition, %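 (ten-compound pools at 5 µM per compound and 50 µM total)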 | 0.06% of 62,000 active; in the data active = inhibition above about 22%, passing the limit was not always enough; inconclusive = no clear call, values can overlap the other calls;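 also: 0% = enzyme without compound and 100% = no enzyme blank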
# RORa activator = activators of human nuclear receptor RORA; AID 560; activation, % at 10 µM; CHO-K1 Gal4-RORA LBD luciferase reporter, luminescence; percent increase over mock-subtracted basal signal; 1.5% of 65,000 active;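 active = activation above the mean of all tested compounds plus 3 SD, cut at about 49% in these data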;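 also: 0% = DMSO-treated RORA cells and 100% = added signal equal to DMSO minus mock-transfected cells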
# Numbers without * were called inactive; ? = inconclusive; . = not tested or not shown. An excerpt; count on the stated rates, not on these rows.
# Results follow in this order: ROCK2 inh	CatB inh	PKA kinase inh	AP ELISA ortho	Ec RNAP inh	JNK3 inh	CatS inh	CatB mixtures	RORa activator
- COc1ccc(NC(=O)CC2C(=O)N(c3ccc(OC)cc3)C(=O)N2CCN2CCN(C)CC2)cc1 (stereo not given)
→ -2	-5	2	-4	8	-4	10	5	16
- O=c1[nH]c2ccc(S(=O)(=O)N3CCCCC3)cc2[nH]1
→ 9	-4	3	14	.	-4	-2	5	18
- CCC(=O)NC(C)C(c1cccs1)N1CCN(c2ccccc2)CC1 (stereo not given)
→ -8	.	0	.	.	-3	.	.	-6
- CCCOc1ccc(C(=O)Nn2c(C)nc3ccccc3c2=O)cc1
→ 1	5	7	12	2	-2	-4	1	-20
- CCOc1ccc2[nH]c(=O)c(CN(Cc3cccs3)Cc3nnnn3C(C)(C)CC)cc2c1
→ 5	7	7	-15	1	5	20	10	36
- CCn1c2ccccc2c2cc(C3C(C#N)=C(N)Oc4n[nH]c(COC)c43)ccc21 (stereo not given)
→ 7	7	8	2	13	0	9	3	8
- COc1ccc(CCNc2c(N)n(Cc3ccccc3)c(=O)[nH]c2=O)cc1OC
→ -2	1	-6	1	6	6	17	0	-25
- CCCCCC(=O)Nc1cc(N(C)C)nc2ccccc12
→ -7	4	-10	5	-1	-4	19	-1	-10
- Cc1ccc(NC(=O)CN2C(=O)COc3ccc(C)cc32)nc1
→ 0	-2	4	9	-2	-27	2	-1	13
- CC1CN(CCC(=O)Nc2ccc3c(c2)CCC3)CC(C)O1 (stereo not given)
→ .	1	9	14	4	.	1	1	10
- COCCCN1C(=O)C(=O)/C(=C(/O)c2ccccc2)C1c1ccc2c(c1)OCO2 (stereo not given)
→ -3	8	6	-2	7	3	15	5	-10
- O=C(NCc1ccco1)C(NS(=O)(=O)c1cccc2nsnc12)c1ccccc1 (stereo not given)
→ -2	-1	-1	10	6	-5	-12	2	4
- CC(C)(C)NC(=O)COC(=O)c1snc(C(=O)NC2CCCCC2)c1N
→ -8	-3	-7	17	-15	-4	-2	0	-12
- CCn1c(SCC(=O)Nc2ccc(S(N)(=O)=O)cc2)nnc1-c1cccc(OC)c1
→ -1	-2	6	18	4	-6	2	-3	-9
- Cc1ccc(C(=O)c2cncc(Br)c2)cc1
→ -6	-1	-2	-3	-4	7	-5	-1	0
- O=C(CN1C(=O)NC2(CCOc3ccccc32)C1=O)Nc1ccc2c(c1)OCCO2 (stereo not given)
→ -3	0	-2	11	7	-3	10	4	17
- CCn1c(C)nc2c(=O)oc3ccccc3c21
→ 1	3	2	23	0	6	-24	-14	2
- CCOc1cc2[nH]c(=O)n(Cc3cccc(OC)c3)c(=O)c2cc1OCC
→ -5	-1	-10	-1	3	-4	4	-3	20
- CC1(C(=O)O)CC(C)(C(=O)O)CC(C)(C(=O)O)C1 (stereo not given)
→ 3	6	4	7	7	6	20	7	-22
- Cc1ccc(S(=O)(=O)N2CCOCC2)cc1C(=O)NCc1ccco1
→ 0	4	-4	3	5	3	?	34	-16
- COc1ccccc1NC(=O)c1ccc(S(=O)(=O)N(C)C)cc1
→ -5	-1	0	11	3	-8	-4	2	-12
- COC(=O)c1ccc(NC(=O)CN(c2ccc(OC)cc2)S(C)(=O)=O)cc1
→ 5	1	10	4	6	4	-4	1	66*
- Cc1onc(-c2c(Cl)cccc2Cl)c1C(=O)NCCN1CCOCC1
→ 1	3	3	11	8	-3	-13	2	-4
- CCc1ccccc1N(CC(=O)N1CCN(c2ccc(F)cc2)CC1)S(C)(=O)=O
→ -1	6	6	12	1	-1	-21	3	-9
- CCc1cccc(C)c1NC(=O)C1CCCO1 (stereo not given)
→ 2	8	8	-4	8	5	6	3	1
- COc1ccc(NC(=O)Cn2cnc3c(cnn3-c3ccc(C)c(C)c3)c2=O)c(OC)c1
→ 0	3	6	9	1	-3	17	0	-19
- COc1ccc(S(=O)(=O)NCc2ccc(C(=O)O)cc2)cc1
→ .	-4	-9	13	4	.	10	5	0
- CCOC(=O)c1c(NC(=O)CN2CCN(c3ccccn3)CC2)sc2c1CCCC2
→ .	0	8	4	8	.	2	-2	-3
- COc1ccccc1NC(=O)NCCN1C(=O)C2C3C=CC(C3)C2C1=O (stereo not given)
→ 9	10	6	-6	6	-5	10	4	11
- CCc1nc(SCC(=O)N2CCc3ccccc32)c2oc3ccccc3c2n1
→ -3	1	0	10	4	0	-5	7	3
- O=C1NC(c2cccs2)Nc2sc3c(c21)CCCC3 (stereo not given)
→ 5	0	8	4	4	4	-2	2	21
- CN(Cc1cc2ccccc2[nH]c1=O)S(C)(=O)=O
→ 3	1	4	-20	1	3	-1	-1	11
- O=C(N(c1ccccc1)c1ccccc1)n1ccnc1
→ 1	0	2	.	6	7	.	.	-19
- Cc1ccc(N(CN2CCCC2=O)C(=O)c2ccc(C)c(C)c2)cc1
→ 2	-5	1	5	3	-5	6	3	15
- CCOC(=O)C1CCCN(c2c(Nc3cccc(C)c3)c(=O)c2=O)C1 (stereo not given)
→ 5	5	11	7	6	3	1	-3	11
- CC(C)C(=O)Nc1ccc(C(=O)N2CCN(C(=O)c3ccco3)CC2)cc1
→ 6	-2	13	-16	7	10	-3	-1	-5
- COc1ccc(C(c2nnnn2C2CCCC2)N2CCc3ccccc3C2)cc1OC (stereo not given)
→ 4	4	16	19	-1	3	-3	-3	6
- Cc1ccc(-c2noc(CN(C(=O)CCN3C(=O)c4ccccc4C3=O)C(C)C)n2)cc1
→ 6	-4	11	9	6	0	4	0	-12
- CCC1Oc2ccccc2N(CC(=O)NCCC2=CCCCC2)C1=O (stereo not given)
→ 2	0	6	23	1	-2	-6	0	-23
- CCOC(=O)CCc1c(C)nc2ncnn2c1C
→ 5	0	5	9	6	0	-30	-3	4
- CCOC(=O)C(C)Oc1cccc2c(=O)n(CC(=O)N3CCc4ccccc43)ccc12 (stereo not given)
→ -4	1	2	20	-3	2	-6	0	-12
- Cc1ccc(-c2nn(-c3ccccc3)cc2C2SCC(=O)N2Cc2ccccc2)o1 (stereo not given)
→ 3	-2	-3	13	7	1	-7	-4	-2
- Oc1c(C(c2cccs2)N2CCC3(CC2)OCCO3)sc2ncnn12 (stereo not given)
→ 4	0	4	20	4	3	-2	2	34
- Cc1cc(=O)oc(C)c1C(=O)O
→ .	3	6	3	7	.	-7	-11	-5
- O=C(NCc1ccccc1)N[C@@H](Cc1ccccc1)C(=O)O
→ 1	-3	9	6	11	-4	31	9	0
- COc1ccc(-c2nnc3n2N=C(C)CS3)cc1OC
→ 7	-1	9	3	2	-4	5	6	-13
- O=S(=O)(NCc1cccnc1)c1ccc(Cl)c(Cl)c1Cl
→ -2	2	6	-2	-1	0	?	5	-3
- Cc1ccc(CN2C(=O)CCC2C(=O)NCCN2CCN(c3cccc(Cl)c3)CC2)cc1 (stereo not given)
→ 3	7	9	-2	12	4	11	0	1
- Cn1c(SCC(=O)N2CCc3ccccc3C2)nnc1-c1cccs1
→ -3	1	10	8	11	-5	12	8	-20
- O=C(CCC(=O)N1CCc2ccccc21)Nc1ccccc1
→ -2	-2	2	14	7	-2	0	5	-18
- O=C(CSc1ncn(-c2ccccc2)n1)N1CCN(c2ccccc2)CC1
→ 4	3	13	13	7	-1	-17	-4	-9
- Cc1cc(=O)oc(C)c1C(=O)N1CCN(Cc2ccc3c(c2)OCO3)CC1
→ 7	-2	1	.	4	2	.	.	-4
- CC(C(=O)NC1CCCC1)N(C(=O)c1snc(C(N)=O)c1N)c1ccc2c(c1)OCCO2 (stereo not given)
→ 5	4	7	-4	.	0	22	1	-19
- COc1ccc(-n2cnnc2SCCC#N)cc1
→ 4	4	5	10	11	-4	3	7	-5
- CCCc1nc2oc3c(NCC4CCCO4)ncnc3c2c2c1COC(C)(C)C2 (stereo not given)
→ -9	1	-12	11	2	3	-2	3	-6
- COc1ccc(S(=O)(=O)N2CCN(c3ccccn3)CC2)cc1OC
→ 4	-2	10	-5	9	-2	2	-3	-16
- Cn1c(SCC(=O)NCc2cccs2)nnc1-c1ccncc1
→ 12	13	7	4	3	8	9	0	-10
- CCOC(=O)c1c(C)[nH]c(C(=O)Cn2nnc(-c3ccccc3)n2)c1C
→ 2	2	4	8	.	6	5	2	-4
- Cc1ccc(CSC2=NCCN2C(=O)c2ccco2)cc1
→ -2	-2	2	16	1	2	-21	6	-11
- CCOc1ccc(C2CC(=O)c3c([nH]c(C(=O)OC)c3C)C2)cc1OC (stereo not given)
→ .	6	2	-9	1	.	15	4	13

# 13 neighbouring compounds already listed, for reference:
# Results follow in this order: ROCK2 inh	CatB inh	PKA kinase inh	AP ELISA ortho	Ec RNAP inh	JNK3 inh	CatS inh	CatB mixtures	RORa activator
- O=C(NCc1ccccc1)N[C@@H](Cc1ccccc1)C(=O)O
→ 1	-3	9	6	11	-4	31	9	0
- COc1ccc(-c2nnc3n2N=C(C)CS3)cc1OC
→ 7	-1	9	3	2	-4	5	6	-13
- O=S(=O)(NCc1cccnc1)c1ccc(Cl)c(Cl)c1Cl
→ -2	2	6	-2	-1	0	?	5	-3
- Cc1ccc(CN2C(=O)CCC2C(=O)NCCN2CCN(c3cccc(Cl)c3)CC2)cc1 (stereo not given)
→ 3	7	9	-2	12	4	11	0	1
- Cn1c(SCC(=O)N2CCc3ccccc3C2)nnc1-c1cccs1
→ -3	1	10	8	11	-5	12	8	-20
- O=C(CCC(=O)N1CCc2ccccc21)Nc1ccccc1
→ -2	-2	2	14	7	-2	0	5	-18
- O=C(CSc1ncn(-c2ccccc2)n1)N1CCN(c2ccccc2)CC1
→ 4	3	13	13	7	-1	-17	-4	-9
- Cc1cc(=O)oc(C)c1C(=O)N1CCN(Cc2ccc3c(c2)OCO3)CC1
→ 7	-2	1	.	4	2	.	.	-4
- CC(C(=O)NC1CCCC1)N(C(=O)c1snc(C(N)=O)c1N)c1ccc2c(c1)OCCO2 (stereo not given)
→ 5	4	7	-4	.	0	22	1	-19
- COc1ccc(-n2cnnc2SCCC#N)cc1
→ 4	4	5	10	11	-4	3	7	-5
- CCCc1nc2oc3c(NCC4CCCO4)ncnc3c2c2c1COC(C)(C)C2 (stereo not given)
→ -9	1	-12	11	2	3	-2	3	-6
- COc1ccc(S(=O)(=O)N2CCN(c3ccccn3)CC2)cc1OC
→ 4	-2	10	-5	9	-2	2	-3	-16
- Cn1c(SCC(=O)NCc2cccs2)nnc1-c1ccncc1
→ 12	13	7	4	3	8	9	0	-10

# (next part)
# Results follow in this order: ROCK2 inh	CatB inh	PKA kinase inh	AP ELISA ortho	Ec RNAP inh	JNK3 inh	CatS inh	CatB mixtures	RORa activator
- CCCS(=O)(=O)Nc1cc(C(F)(F)F)ccc1OCCOC
→ 1	1	6	-5	0	0	-2	-3	-13
- CC1CCN(c2ccc(NC(=O)c3cccnc3)cc2)CC1
→ 4	3	12	26	3	-2	-3	3	48
- O=C(N1CCN(CCO)CC1)N1c2ccccc2C=Cc2ccccc21
→ 4	3	4	3	.	-4	-14	-4	-17
- CC1CCCN(C(=O)C2CCN(S(=O)(=O)c3cccc4cccnc34)CC2)C1 (stereo not given)
→ -2	-2	2	2	4	-1	7	-4	13
